Assay outcomes: PubChem, National Center for Advancing Translational Sciences (NCATS)
CBFb-RUNX1 inh – qHTS Assay for Compounds Blocking the Interaction Between CBF-beta and RUNX1 for the Treatment of Acute Myeloid Leukemia | Potency, µM (highest dose often 59.8 µM), for the others: top-dose activity, negative = inhibition, actives largely listed as inhibitors | 230,000 tested, under 10 active | AlphaScreen CBFb-His/RUNX1-biotin binding, biochemical; further: % of control where 0% means no effect
Target sequence (Q01196 whole entry, looked up): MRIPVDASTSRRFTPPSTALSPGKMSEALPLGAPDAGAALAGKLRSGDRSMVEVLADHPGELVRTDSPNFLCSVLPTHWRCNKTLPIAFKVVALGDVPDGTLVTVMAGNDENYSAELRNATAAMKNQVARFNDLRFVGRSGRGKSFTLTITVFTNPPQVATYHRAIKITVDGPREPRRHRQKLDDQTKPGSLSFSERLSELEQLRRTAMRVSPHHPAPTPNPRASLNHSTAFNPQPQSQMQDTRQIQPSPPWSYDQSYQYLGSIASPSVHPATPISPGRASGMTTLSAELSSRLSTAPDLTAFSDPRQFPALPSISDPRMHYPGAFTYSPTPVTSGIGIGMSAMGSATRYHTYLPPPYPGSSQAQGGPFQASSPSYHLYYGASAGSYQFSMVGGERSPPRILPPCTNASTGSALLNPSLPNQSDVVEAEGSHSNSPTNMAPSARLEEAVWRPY
Target sequence (Q13951 whole entry, looked up): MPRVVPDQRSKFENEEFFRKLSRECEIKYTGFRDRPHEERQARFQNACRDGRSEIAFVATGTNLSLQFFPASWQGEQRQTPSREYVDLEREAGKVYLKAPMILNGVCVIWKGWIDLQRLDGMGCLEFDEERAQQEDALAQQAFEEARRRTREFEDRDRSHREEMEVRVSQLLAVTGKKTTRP
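His-tagged CBF-beta and biotinylated RUNX1 (30 nM each) were premixed 20 min at room temperature, exposed to compound for 15 min, then given nickel-chelate and streptavidin AlphaScreen beads (50 ng each). After 90 min, AlphaScreen signal was read.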
NPSR antagonist – qHTS Assay for Antagonists of the Neuropeptide S Receptor: cAMP Signal Transduction; Potency, µM (top dose mostly 38.3 µM), for inactives: at the highest dose activity change, negative = inhibition, usual class: inhibitors; 1% of 220,000 active; CHO-NPSR cells, cAMP TR-FRET, antagonist mode; AID 1461, 2008; Q6W5P4; further: potency means the concentration at half of the fitted maximal effect; on the % scale 0 is the no-effect control and ±100 the full control effect; nearly all actives have a fitted effect of over 50% in size; many of its hits are not listed in these tables
Target sequence (Q6W5P4 whole entry, looked up): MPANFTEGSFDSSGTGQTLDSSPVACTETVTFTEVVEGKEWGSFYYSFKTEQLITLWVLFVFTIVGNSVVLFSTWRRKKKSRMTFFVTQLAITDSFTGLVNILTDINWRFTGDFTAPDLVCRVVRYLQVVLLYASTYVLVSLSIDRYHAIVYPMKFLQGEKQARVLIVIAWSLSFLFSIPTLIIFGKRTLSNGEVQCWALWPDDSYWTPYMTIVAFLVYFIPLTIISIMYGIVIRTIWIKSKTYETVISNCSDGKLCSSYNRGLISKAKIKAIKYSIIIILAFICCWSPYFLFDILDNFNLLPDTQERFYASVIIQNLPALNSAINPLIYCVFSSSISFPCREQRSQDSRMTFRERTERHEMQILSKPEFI
KinaseGlo FLuc – Counterscreen for Luciferase (Kinase-Glo TM) Inhibition | Luciferin 4-monooxygenase (Photuris pensylvanica), Q27757 | Kinase-Glo luciferase, ATP luminescence, 8 min | Potency, µM (highest dose often 38.3 µM), for inactives: at the highest dose activity change, negative = inhibition, hits mostly inhibitors | 0.28% of 200,000 active | AID 1379, 2008; further: potency means the concentration at half of the fitted maximal effect; on the % scale 0 is the no-effect control and ±100 the full control effect; nearly all actives have a fitted effect of over 60% in size
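Compound is pinned into ATP-containing buffer (10 uM ATP, imidazole pH 7.2, 7 mM MgCl2). Kinase-Glo luciferase reagent is then added. Light output is recorded following an 8-min room-temperature incubation.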
HttQ103 aggreg – qHTS Multiplex Assay to Identify Dual Action Probes in a Cell Model of Huntington: Aggregate Formation (GFP). AID 1688, 2009. PC12 HttQ103-GFP aggregates, Acumen cytometry, 40 h. 1.1% of 220,000 active. Potency, µM (doses to about 46.1 µM), without a hit: top-dose activity change, negative = inhibition, actives largely listed as inhibitors; further: potency means the concentration at half of the fitted maximal effect; on the % scale 0 is the no-effect control and ±100 the full control effect; nearly all actives have a fitted effect of over 60% in size
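Multiplexed with ATP-based cell death, this channel scores GFP aggregates in PC12 cells expressing inducible HTTex1-Q103-GFP. Induction used 100 nM tebufenozide; compounds were tested in concentration series.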
Epigenetic reg – Quantitative High-Throughput Screen for Regulators of Epigenetic Control | murine LDR cells, GFP reporter derepression, 30 h | 0.2% of 280,000 active | Potency, µM (series often up to 53.9 µM), for the others: top-dose GFP activation, most hits filed as activators; further: potency means the concentration at half of the fitted maximal effect; % of control where 0% means no effect; nearly all actives have a fitted effect of over 60% in size
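Murine LDR cells carrying a silenced, genomically integrated CMV-driven GFP reporter were exposed to compound for 30 hours at 37 C. After PBS washes, GFP-positive cells (20–120 um objects) were counted by laser-scanning microplate cytometry.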
IMPase Li inh – qHTS Assay for Identifying the Cell-Membrane Permeable IMPase Inhibitors: Potentiation with Lithium. CHO-M1 cells, IP1 TR-FRET (IP-One), carbachol + lithium. Potency, µM (titrated, usually from 59.4 µM), without a hit: at the top dose activity, negative = IMPase inhibition, hits mostly inhibitors. 0.35% of 210,000 active. AID 1457, 2008;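 further: IP1 builds up when IMPase is blocked and the TR-FRET signal falls; potency means the concentration at half of the fitted maximal effect; plate controls were basal vehicle for no effect and high inhibitor control for full effect; nearly all actives have a fitted effect of over 50% in size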
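CHO cells stably expressing M1 receptor (2000/well) were cultured 16–30 h, then exposed to compounds with a small lithium addition for 30 min at 37C. IP1 was measured by TR-FRET competition; AC50 from Hill fits.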
Lamin A splicing – qHTS Assay for Modulators of Lamin A Splicing; AID 1487, 2009; HeLa LMNA splicing GFP/RFP minigene ratio, 48 h; Potency, µM (highest dose often 46.1 µM), for inactives: at the top dose ratio change, negative = inhibition, actives largely listed as inhibitors; 0.01% of 200,000 active; active means well fitted inhibition curve with a large enough effect in the signal ratio, with a control signal flat, not every such curve was filed as active; inconclusive means small, poorly fitted or top-dose-only effect, or effect the other way, or a change in a side signal; the % refers to the signal ratio; further: potency means the concentration at half of the fitted maximal effect; on the % scale 0 is the no-effect control and ±100 the full control effect
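Read-out is the ratio of GFP to DsRed2 object intensity, acquired by 488 nm laser-scanning cytometry on HeLa lamin A-EGFP minigene reporter cells. Compound incubation 48 hrs at 37 °C in Opti-MEM with 2% FBS; DMSO 0.5% final.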
Starred values were filed as active, the others as inactive; ? = inconclusive; · = no result given; [ ] = remark or other dose. Unless noted, the call rests on the fitted dose curve; in most records, active means well fitted curve in the direction sought with a large enough effect; inconclusive means small, poorly fitted or top-dose-only effect, or another doubt; inactive means no such curve, though single readings can be large; an effect the other way counts as inactive or inconclusive.

cpd	SMILES	CBFb-RUNX1 inh	NPSR antagonist	KinaseGlo FLuc	HttQ103 aggreg	Epigenetic reg	IMPase Li inh	Lamin A splicing
1	O=S(=O)(Nc1nc2c(s1)CCCC2)c1ccc2ccccc2c1	-13%	2%[46.1 µM]	24%	11µM*	0.1%	20%[38.3 µM]	?
2	CCn1cc([N+](=O)[O-])c(C(=O)N2N=C(c3cccc4ccccc34)CC2c2ccccc2O)n1 (stereo not drawn)	-22%	-29%[46.1 µM]	7%	-25%	-1.2%	21%	?
3	O=C(O/N=C1/CCCc2occc21)c1ccc(Cl)cc1Cl	13%	6%	·	-8%[9.22 µM]	-2.6%	·	·
4	Cn1c(SCc2ccc(F)cc2)nnc1-c1cnccn1	9%	8%	·	14%[9.22 µM]	5.5%	·	·
5	COC(=O)c1cccc(NC(=O)CSc2nnnn2C)c1	7%	1%[46.1 µM]	-2%	2%	3.8%	-8%[38.3 µM]	13%
6	CCN(CC)S(=O)(=O)c1ccc(Cl)c(OC)c1	8%	-6%[46.1 µM]	-4%	9%	-1.0%	13%[38.3 µM]	-4%
7	CC(=O)Nc1nc2nc(-c3ccccc3)cc(-c3ccccc3)n2n1	-1%	-8%[46.1 µM]	-1%	?	1.0%	?	?
8	Cc1cc(-c2csc(NCc3ccccc3)n2)c(C)n1C	·	-5%	-7%	10%	-3.2%	17%	-8%[46 µM]
9	COc1ccc2cc(C(C)=O)c(=O)oc2c1	-5%	13%	-4%	13%	0.0%	1%	1%
10	COc1cc(-c2cc(N)n(S(=O)(=O)c3ccc(F)cc3)n2)cc(OC)c1OC	0%	-15%[46.1 µM]	1%	12%	-1.7%	6%[38.3 µM]	-17%
11	O=C1CCN(C(=S)NCc2ccccc2)CC1	5%	7%	0%	15%	-0.1%	10%	·
12	CC(C)OCCCNc1ncc2c(n1)CC(c1ccccc1)CC2=O (stereo not drawn)	4%	-25%	9%	0%	2.6%	-4%	·
13	COc1ccc(NC(C)=O)cc1NC(=O)c1ccc2ccccc2c1	-2%	-4%	1%	?	0.2%	-1%	-3%[46 µM]
14	Cc1cccc(CN(CC(=O)N/N=C/c2ccco2)S(=O)(=O)c2ccc(Cl)cc2)c1	-11%	-17%[46.1 µM]	1%	7%[9.22 µM]	-0.2%	39%[activator][38.3 µM]	4%
15	Cc1c(CN2CCN(c3cccc(C(F)(F)F)c3)CC2)c(=O)n(-c2ccccc2)n1C	5%	-10%[46.1 µM]	2%	13%	-2.2%	19%[38.3 µM]	0%
16	Cn1c(=O)c(Sc2ccccc2)c(O)c2ccccc21	1%	13%	·	-14%[9.22 µM]	3.0%	·	·
17	O=C(Nc1ccccc1Cl)N1CCN(c2ccccn2)CC1	-6%	8%[46.1 µM]	3%	-6%	-1.0%	4%	-5%
18	COc1ccc(N(CC(=O)Nc2ccccc2C(=O)NCc2ccco2)S(C)(=O)=O)cc1	1%	-8%[46.1 µM]	-3%	4%	-2.7%	19%[38.3 µM]	6%
19	O=C(CN1CCN(S(=O)(=O)c2ccc(F)cc2)CC1)Nc1cc(C(F)(F)F)ccc1Cl	8%	-16%[46.1 µM]	-2%	1%	-2.6%	-5%[38.3 µM]	13%
20	CC(=O)NCC(=O)NNC1CC(=O)N(c2cccc(Cl)c2)C1=O (stereo not drawn)	3%	6%	·	-5%[9.22 µM]	-1.8%	·	·
21	Cc1ccc([N+](=O)[O-])cc1NC(=O)CN(C(=O)c1ccc(Cl)cc1)C1CCCCC1	-8%	?	-5%	?	1.1%	8%[38.3 µM]	2%
22	O=C(Cn1cc([N+](=O)[O-])cn1)NCc1cc2ccccc2[nH]1	-2%	1%	3%	-26%	0.1%	4%	2%
23	COc1ccccc1NC(=O)CN(Cc1ccco1)C(=O)c1ccc(Cl)nc1	-8%	2%	-1%	-2%	-1.3%	7%	5%[46 µM]
24	CSc1nnc(C)c(/C=C/Nc2ccc(F)cc2F)n1	-6%	-5%	-1%	5%	-0.4%	17%	?
25	CC1CC(C)CN(CC(=O)N2CCCc3c2c(=O)oc2ccc(OCc4ccccc4)cc32)C1 (stereo not drawn)	-9%	?	0%	?	-0.8%	48%[activator][38.3 µM]	?
26	Cc1[nH]nc(SCC(=O)NC(C)c2ccccc2)c1[N+](=O)[O-] (stereo not drawn)	7%	14%	-4%	8%	0.0%	5%	4%
27	CCC(C)(C(=O)NC1CCCCC1)N(C(=O)C1CCC(=O)N1)c1ccccc1 (stereo not drawn)	3%	0%[46.1 µM]	-4%	13%	1.6%	-9%[38.3 µM]	5%
28	Cc1ccc(O)c(C(=O)c2cnc3onc(-c4ccc(F)cc4)c3c2)c1	-10%	-12%	3%	-5%	-1.9%	-2%	?
29	COc1ccccc1C1NC(c2ccccc2OC)C(C)C(=O)C1C (stereo not drawn)	0%	-14%[46.1 µM]	1%	-11%[9.22 µM]	-1.8%	-3%[38.3 µM]	0%
30	O=C(CSc1ccccn1)NC1CCCC1	3%	-14%	-3%	8%	?	-5%	-3%[46 µM]
31	COc1ccc(N(C)C(=O)Cc2c(C(=O)O)[nH]c3ccccc23)cc1	0%	8%	0%	3%	3.1%	0%	?
32	COc1ccccc1CN1C(=O)C(=O)N(Cc2cccc(C)c2)C1=O	22%	17%	·	8%[9.22 µM]	-0.1%	13%	·
33	N#CCCN1CCN(S(=O)(=O)c2ccc(S(=O)(=O)N3CCOCC3)cc2)CC1	5%	20%[46.1 µM]	3%	?	-0.8%	19%[38.3 µM]	-13%
34	O=C(O)C1Cc2c([nH]c3ccccc23)C(c2coc3ccccc3c2=O)N1 (stereo not drawn)	9%	·	-2%	·	-0.1%	-2%	·
35	CCOc1ccc(C(C)=O)cc1N1C(=O)C2C3C=CC(C3)C2C1=O (stereo not drawn)	-11%	5%[46.1 µM]	-2%	-9%	1.6%	13%[38.3 µM]	10%
36	CCN(CC)CCCNC(=O)CCC(=O)Nc1ccc2nc(N3CCC(C)CC3)cc(C)c2c1	4%	14%	3%	-11%	13%	8%	·

Part of the list above in order of length of the SMILES, ascending.
cpd	SMILES	CBFb-RUNX1 inh	NPSR antagonist	KinaseGlo FLuc	HttQ103 aggreg	Epigenetic reg	IMPase Li inh	Lamin A splicing
30	O=C(CSc1ccccn1)NC1CCCC1	3%	-14%	-3%	8%	?	-5%	-3%[46 µM]
29	COc1ccccc1C1NC(c2ccccc2OC)C(C)C(=O)C1C (stereo not drawn)	0%	-14%[46.1 µM]	1%	-11%[9.22 µM]	-1.8%	-3%[38.3 µM]	0%
27	CCC(C)(C(=O)NC1CCCCC1)N(C(=O)C1CCC(=O)N1)c1ccccc1 (stereo not drawn)	3%	0%[46.1 µM]	-4%	13%	1.6%	-9%[38.3 µM]	5%

Next part:
cpd	SMILES	CBFb-RUNX1 inh	NPSR antagonist	KinaseGlo FLuc	HttQ103 aggreg	Epigenetic reg	IMPase Li inh	Lamin A splicing
37	Cc1nc2cc(N3CCCCC3)c(NC(=O)c3ccncc3)cc2c(=O)n1Cc1ccc(Cl)cc1	2%	-5%[46.1 µM]	-1%	-7%	-12%	-2%[38.3 µM]	15%
38	C=CCn1c(SCC(=O)Nc2ccc(NC(=O)c3ccco3)c(OC)c2)nnc1-c1ccncc1	-17%	-16%[46.1 µM]	0%	-22%	-1.6%	12%[38.3 µM]	-11%
39	COc1ccccc1N1CCN(C(=O)CSc2nnc3c4ccccc4nc(Cc4ccccc4)n23)CC1	1%	6%	3%	7%	-1.0%	20%	-8%
40	CC(C)(C)c1nc(SCC(=O)Nc2ccc3c(c2)OCCO3)c2ccccc2n1	0%	?	1%	10%	0.0%	14%[38.3 µM]	-2%
41	CC1=C/C(=N\NC(=O)c2ccc(O)cc2)CC1	1%	-5%[46.1 µM]	·	?	-0.9%	·	-5%
42	CCOC(=O)Cn1nc(C)n(-c2ccc(Br)cc2)c1=O	-1%	13%	0%	-7%[9.22 µM]	-1.3%	10%	-8%[9.22 µM]
43	COc1ccccc1NC(=O)Cn1nnc(-c2ccccc2NC(=O)c2cc3ccccc3oc2=O)n1	-2%	-10%[46.1 µM]	-5%	9%	-1.4%	8%[38.3 µM]	-1%
44	CN(Cc1ccccc1)c1nc(N)c([N+](=O)[O-])c(NCc2ccccc2)n1	-19%	-32%	4%	15%	-1.0%	16%	?
45	CC(=O)c1ccc(N2CCN(S(=O)(=O)c3cccc4nonc34)CC2)cc1	-13%	30%	·	7%[9.22 µM]	1.1%	·	·
46	COc1cc(NC(=O)Cc2nn(C)c(=O)c3ccccc23)cc(OC)c1	2%	-2%[46.1 µM]	5%	?	-0.8%	25%[38.3 µM]	?
47	CCC(=O)N1CCC2(CC1)Oc1ccc(F)cc1C(=O)C21CC(c2cccnc2)=NO1 (stereo not drawn)	7%	14%	·	-11%[9.22 µM]	-5.1%	·	·
48	CCn1cc2c(c1-c1cccc(C)c1)c(=O)n(C)c(=O)n2C	5%	-3%[46.1 µM]	5%	-12%	-0.1%	11%[38.3 µM]	20%
49	Nc1ccc(C(=O)N(CCO)CCO)cc1	-3%	6%	2%	6%[9.22 µM]	-1.8%	-2%	·
50	Cc1ccc2c(c1)N(C(=O)CCC(=O)O)CCO2	5%	8%	1%	24%	0.1%	-4%	-8%
51	COC(=O)C1=C(C)Nc2nnnn2C1c1ccco1 (stereo not drawn)	9%	-1%[46.1 µM]	4%	-21%	1.2%	-5%[38.3 µM]	16%
52	CCOc1ccc(-c2cc(C(=O)NCC3CCCO3)c3ccccc3n2)cc1 (stereo not drawn)	5%	16%	-2%	-9%	-1.8%	-7%	?
53	CN1CCN(c2ccc(Cl)cc2NC(=O)c2ccc(S(=O)(=O)N3CCCCCC3)cc2)CC1	-1%	-7%[46.1 µM]	1%	?	-5.5%	11%[38.3 µM]	11%
54	CN(C)S(=O)(=O)c1ccc(C(=O)OCC(=O)NCc2ccccc2)cc1	16%	4%	-2%	-3%	-1.4%	9%	?
55	CCOC(=O)C1=C(C)N(C)C(C)=C(C(=O)OCC)C1c1ccsc1	-6%	-36%	0%	-5%	5.3%	5%	5%[46 µM]

An excerpt; count on the stated rates, not on these rows.
